Compound activity deposited in PubChem BioAssay by National Center for Advancing Translational Sciences (NCATS).
HCV inhibitor: qHTS Assay for Inhibitors of Hepatitis C Virus (HCV); Potency, µM (series often up to 41.8 µM), inactives show top-dose activity change, negative = inhibition, usual class: inhibitors; hit rate 3.4% among 340,000; Huh7.5.1 HCVcc-Cre infection, luciferase reporter, 44 h; further: potency means the concentration at half of the fitted maximal effect
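Compounds are dispensed onto cells plated 4 h earlier at 1,000 per well, with HCVcc-Cre virus (about 0.5 moi) added next. Following 44 h of culture, luminescent signal is measured for 15 sec after 15 min with substrate at room temperature.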
HCMV inh: qHTS Assay for inhibitors of the human cytomegalovirus (HCMV). HFF cells, HCMV-luciferase reporter, 72 h; hits give low values. activity change, negative = inhibition, % at 57.5 µM. hit rate 4.5% among 410,000; in the data active means activity change below about -60%; inconclusive means no clear call, values can overlap the other calls; inactive means above about -39%
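HFF cells seeded 16 h at 37C, treated with compounds, infected with luciferase-reporter HCMV at MOI 1 PFU/cell; luciferase read at 72 h post infection, normalized to buffer-only and Salinomycin controls.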
TbPYK inhibitor: qHTS of Trypanosoma Brucei Inhibitors; TbPYK enzyme, Kinase-Glo Plus ATP luminescence, 45 min; Potency, µM (titrated, usually from 76.8 µM), for the others: at the highest dose activity, negative = inhibition, most hits filed as inhibitors; hit rate 0.12% among 410,000; further: potency means the concentration at half of the fitted maximal effect; nearly all actives have a fitted effect of over 50% in size
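Luminescent Kinase-Glo Plus end-point after 45 min room-temperature reaction of T. brucei pyruvate kinase started with 130 uM ADP (final). Buffer TEA 50 mM pH 7.2 with KCl, MgCl2, BSA, Tween-20; titration-based qHTS with fitted concentration-effect curves.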
LmPK inhibitor: qHTS Assay for Inhibitors of Leishmania Mexicana Pyruvate Kinase (LmPK); Q27686; purified LmPK, Kinase-Glo ATP luminescence, 1 h; Potency, µM (titrated, usually from 57.5 µM), without a hit: at the highest dose activity change, negative = inhibition, hits mostly inhibitors; hit rate 0.37% among 290,000; AID 1721, 2009; further: potency means the concentration at half of the fitted maximal effect
Target sequence (Q27686 whole entry, looked up): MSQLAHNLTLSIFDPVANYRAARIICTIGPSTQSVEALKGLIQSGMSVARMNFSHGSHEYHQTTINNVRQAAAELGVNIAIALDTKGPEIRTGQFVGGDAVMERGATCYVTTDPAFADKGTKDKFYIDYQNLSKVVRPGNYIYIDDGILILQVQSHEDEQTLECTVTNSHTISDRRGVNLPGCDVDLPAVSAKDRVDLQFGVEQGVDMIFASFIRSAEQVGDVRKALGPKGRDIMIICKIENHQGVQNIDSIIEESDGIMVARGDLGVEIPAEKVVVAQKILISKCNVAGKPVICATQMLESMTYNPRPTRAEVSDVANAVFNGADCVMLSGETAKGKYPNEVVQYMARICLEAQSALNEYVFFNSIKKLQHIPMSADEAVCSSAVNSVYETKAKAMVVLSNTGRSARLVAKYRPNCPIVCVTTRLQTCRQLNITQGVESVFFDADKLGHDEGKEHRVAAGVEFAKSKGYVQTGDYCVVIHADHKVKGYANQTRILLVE
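Screened at intermediate enzyme activity to detect both inhibitors and activators: LmPK at 0.1 nM, with a 0.5 nM enzyme column as activation reference. PEP 0.5 mM, ADP 0.1 mM; ATP detected by luminescence after 1 h.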
AMA1 RON2 block: qHTS for Inhibitors of AMA1-RON; Towards Development of Antimalarial Drug Lead: Primary Screen | Plasmodium falciparum AMA1 (3D7) - RON2 peptide interaction | AlphaScreen AMA1-biotinylated RON2 peptide binding | Potency, µM (highest dose often 58.2 µM), without a hit: at the top dose activity change, negative = inhibition, most hits filed as inhibitors | hit rate 0.2% among 360,000 | AID 720542, 2013;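 further: potency means the concentration at half of the fitted maximal effect; 0% = vehicle wells and -100% = peptide control; nearly all actives have a fitted effect of over 45% in size; some results filed as inactive show a strong effect at the top dose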
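AMA1 (3D7) with his tag at 25 nM final met compounds first, then biotinylated RON2 peptide at 25 nM; detection used donor plus acceptor beads, 10 µg/mL apiece, read by AlphaScreen after 30 min at room temperature.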
AmpC inh detg: qHTS Inhibitors of AmpC Beta-Lactamase (assay with detergent); P00811; AmpC hydrolysis of nitrocefin, absorbance 480 nm, 0.01% Triton; Potency, µM (titrated, usually from 114 µM), for inactives: at the top dose activity change, negative = inhibition, most hits filed as inhibitors; hit rate 0.041% among 370,000;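 further: potency means the concentration at half of the fitted maximal effect; 0% = no-compound wells and -100% = no-enzyme wells; nearly all actives have a fitted effect of over 25% in size; some results filed as inactive show a strong effect at the top dose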
Target sequence (P00811 whole entry, looked up): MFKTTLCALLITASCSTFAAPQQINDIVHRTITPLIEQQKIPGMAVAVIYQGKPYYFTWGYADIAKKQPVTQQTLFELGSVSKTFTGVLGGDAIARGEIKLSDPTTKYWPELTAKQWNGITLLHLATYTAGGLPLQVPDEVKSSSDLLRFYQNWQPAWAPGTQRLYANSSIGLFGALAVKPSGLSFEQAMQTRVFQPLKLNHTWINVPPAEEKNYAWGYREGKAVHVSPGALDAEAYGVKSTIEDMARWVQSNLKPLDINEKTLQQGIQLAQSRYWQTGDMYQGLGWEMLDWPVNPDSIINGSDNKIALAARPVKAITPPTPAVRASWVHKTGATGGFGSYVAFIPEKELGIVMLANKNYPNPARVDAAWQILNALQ
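AmpC (5.3 nM in the dispensed reagent) in 20 mM phosphate pH 7.0 with 0.01% (detergent screen) or 0.0001% Triton X-100 was preincubated with compounds for 15 min at room temperature. Nitrocefin was then added from an 800 uM solution, and hydrolysis was followed at 480 nm.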
AmpC inh no detg: qHTS Inhibitors of AmpC Beta-Lactamase (assay without detergent); P00811; AmpC nitrocefin hydrolysis, absorbance 480 nm, 0.0001% Triton; Potency, µM (highest dose often 57.1 µM), for inactives: at the highest dose activity change, negative = inhibition, actives largely listed as inhibitors; hit rate 0.52% among 330,000;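 further: potency means the concentration at half of the fitted maximal effect; plate controls were no compound for no effect and no enzyme for full effect; nearly all actives have a fitted effect of over 20% in size; some results filed as inactive show a strong effect at the top dose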
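20 mM phosphate pH 7.0 + 0.01% (detergent screen) or 0.0001% Triton X-100; 5.3 nM AmpC reagent; cpd preinc 15 min RT; nitrocefin (800 uM stock) to start; A480 q20 s × 4 min; Activity was normalised to no-enzyme and no-compound control wells.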
Numbers without * were called inactive; ? = inconclusive; nt = no result given; & = joins results of further samples; [ ] = another dose, or the depositor's remark. Unless noted, the call rests on the fitted dose curve; in most records, active means well fitted curve in the direction sought with a large enough effect; inconclusive means small, poorly fitted or top-dose-only effect, or another doubt; inactive means no such curve, though single readings can be large; an effect the other way counts as inactive or inconclusive. Unless noted, on the % scale 0 is the no-effect control and ±100 the full control effect.

SMILES	HCV inhibitor	HCMV inh	TbPYK inhibitor	LmPK inhibitor	AMA1 RON2 block	AmpC inh detg	AmpC inh no detg
COc1cccc(NC2=Nc3cccc4cccc2c34)c1	?	-9	-7%	1%	-29%	?	-5%
CCc1ccccc1NC(=O)N1CCC(CN2CCc3ccccc3C2)CC1	nt	-1	5%	nt	nt	16%	nt
NC(=O)CSc1nnc(-c2cccc(S(=O)(=O)N3CCCCC3)c2)o1	16%	-16	-3%	-4%	13%	-1%	3%
CC1(C)CC(CC(=O)O)(c2ccccc2)CCO1 (stereo not drawn)	17%	2	4%	-3%	-8%	?	-4%
O=C(NCc1ccccc1F)C1CCN(C(=O)Nc2ccc(F)cc2)CC1	9%	7	2%	1%	6%	-9%	-8%
CCNC(=O)/C(C#N)=C/c1c(N2CCN(Cc3ccc4c(c3)OCO4)CC2)nc2c(C)cccn2c1=O	11%&-13%	-18	6%	5%	-4%	?	167%[activator]
CCO[C@@H]1OC(C(N)=O)=C[C@H](c2ccc(Br)cc2)[C@H]1CCCO	3%	60	-2%	3%	0%	3%	12%
O=C(NCc1cccnc1)c1ccc2c(c1)N(Cc1ccccc1)CCS2	-25%	-38	-12%	3%	-12%	-6%	31%
COc1ccc(CN2Cc3cnnn3-c3ccccc3C2C#N)cc1 (stereo not drawn)	4µM*	-110*	4%	nt	3%	nt	nt
Fc1c(F)c(F)c(/C=N/NC(=S)Nc2cccnc2)c(F)c1F	?	-81*	-25%	0%	57%[activator]	?	-28%
CC1(C)CC(=O)C=C(Nc2ccccc2F)C1	8%	-9	1%	7%	-7%	-3%	-10%
O=C(CCCCCNS(=O)(=O)c1ccc(Br)cc1)NCCN1CCOCC1	nt	8	11%	-2%	24%	-5%	26%
O=C(CSc1ccsc1[N+](=O)[O-])N1CCN(c2ccccc2)CC1	-1%	?	-10%	2%	-23%	-5%	-32%
Cc1ccc(-c2cc(C(=O)NCc3ccccc3Cl)c3ccccc3n2)cc1C	nt	9	-2%	nt	nt	-4%	nt
CCOc1ccccc1NC(=O)c1c(NCc2cccs2)sc2c1CCC(C)C2 (stereo not drawn)	nt	31	-17%	nt	nt	2%	nt
CC(C)Cn1c(=O)c2ccccc2n2c(CCC(=O)NCc3ccccn3)nnc12	0%	-8	-4%	-5%	13%	-6%	11%
COCCNC(=O)CSc1nc2ccccc2c(=O)n1CCC(=O)N1CCN(c2ccccc2)CC1	-18%	-16	3%	-3%	3%	-6%	125%[activator]
CCCc1nnc(N2C(=O)c3oc4ccc(F)cc4c(=O)c3C2c2ccc(C(=O)OC)cc2)s1 (stereo not drawn)	nt	-17	1%	nt	nt	24%	nt
CCC(=O)N/C(N)=N/c1nc(C)c2cc(OC)ccc2n1	?	2	-7%	-7%	3%	0%	-18%
CCCN(CCC)C(=O)Cn1c(SCc2cccc(C(F)(F)F)c2)nc2cccnc21	nt	-25	-4%	nt	nt	17%	nt
NC(=O)c1ccc[n+](Cc2ccccc2)c1	15%	-39	3%	-3%	10%	-7%	-15%
COc1cccc(NC(=O)Cn2c(=O)oc3ccccc32)c1	0%	2	-2%	-4%	0%	?	-13%
Clc1ccccc1COc1ccc(/C=N/n2cnnc2)cc1	11%	-18	-3%	3%	24%	1%	0%
COc1cccc(NC(=O)Cn2nc3c4ccccc4n(Cc4cccc(F)c4)cc-3c2=O)c1	nt	-36	-5%	nt	nt	-7%	nt
COc1ccc(/C(C)=N/NC(=O)c2ccc(N(C)C)cc2)cc1	-10%	16	1%	-4%	-11%	-9%	-25%

Two compounds drawn at random from the list so far:
SMILES	HCV inhibitor	HCMV inh	TbPYK inhibitor	LmPK inhibitor	AMA1 RON2 block	AmpC inh detg	AmpC inh no detg
CC(C)Cn1c(=O)c2ccccc2n2c(CCC(=O)NCc3ccccn3)nnc12	0%	-8	-4%	-5%	13%	-6%	11%
COc1ccc(CN2Cc3cnnn3-c3ccccc3C2C#N)cc1 (stereo not drawn)	4µM*	-110*	4%	nt	3%	nt	nt

Further records.
SMILES	HCV inhibitor	HCMV inh	TbPYK inhibitor	LmPK inhibitor	AMA1 RON2 block	AmpC inh detg	AmpC inh no detg
Cc1ccc(-n2nc(C)c(C(=O)NCCCN3CCN(c4ccccc4F)CC3)c2-n2cccc2)cc1	nt	?	4%	nt	nt	16%	nt
COC(=O)c1cc(NC(=O)c2cc(C)oc2C)cc(C(=O)OC)c1	?	19	-1%	7%	-9%	?	-26%
COCCCNC(CC(=O)Nc1cc(C)cc(C)c1)C(=O)O (stereo not drawn)	14%	0	5%	nt	-20%	nt	nt
O=C(NCCCN1CCN(CCCNC(=O)c2cccc(Cl)c2)CC1)c1cccc(Cl)c1	?	2	-1%	-3%	14%	?	165%[activator]
CC(=O)Nc1ccc(S(=O)(=O)NC2CCCCCC2)cc1	-6%	-17	-7%	5%	5%	-5%	-15%
O=C1CC2(CCN(C(=O)COc3ccccc3)CC2)Oc2ccccc21	-10%	-17	-2%	nt	-1%	-2%	11%
COc1ccc(C(C)=O)cc1CC1(C)C(=O)Nc2ccc(-c3ccccc3OC)cc21 (stereo not drawn)	nt	-26	4%	nt	-21%	nt	nt
C=CCNC(=O)c1cc2c(=O)n3cc(C)ccc3nc2nc1NCC1CCCO1 (stereo not drawn)	7%	nt	nt	-1%	nt	1%	-17%
COc1cc(OC)cc(C(=O)NNC(=S)NC2CC2)c1	0%	12	2%	2%	68%	11%	-1%
COc1ccc(CC(NC(C)=O)C(=O)NC2CCN(c3nc(C)cc(C)c3C#N)CC2)c(OC)c1 (stereo not drawn)	?	-21	3%	0%	-3%	-14%	57%
COc1ccccc1CNC(=O)C(CCSC)NS(=O)(=O)c1ccc2c(c1)oc(=O)n2C (stereo not drawn)	-7%	24	2%	2%	-1%	-11%	-2%
O=S(=O)(Nc1nc2ccccc2nc1NCC1CCCO1)c1ccc(F)cc1 (stereo not drawn)	8%	-36	4%	-7%	4%	3%	-22%
COc1ccccc1NC(=O)COc1ccccc1C(=O)Nc1ccccc1	?	-93*	2%	3%	5%	-3%	-7%
O=C(O)COc1ccccc1/C=N/NC(=O)Cc1csc(Nc2cccc(C(F)(F)F)c2)n1	2%	89	5%	6%	-9%	-12%	-42%
O=C(CCCN1CCN(c2ccccc2)CC1)c1ccc(F)cc1	nt	-19	2%	nt	0%	nt	nt
C/C=C1/C[N+]2(C)CCC34C(=C(C=O)[C@H]1C[C@@H]32)Nc1ccccc14 (stereo partly drawn)	9%	-31	-8%	nt	-9%	?	-21%
O=[N+]([O-])c1cccnc1NCCc1c[nH]c2ccccc12	?	-15	-7%	2%	-2%	-11%	-22%
CC(C)c1ccccc1OCC(=O)NCC(c1cccs1)N1CCOCC1 (stereo not drawn)	?	-15	3%	-4%	2%	?	108%[activator]
Cc1cc(C)nc(SCC(=O)c2ccc3c(c2)OCCO3)n1	6%	-3	7%	6%	4%	0%	2%
O=c1c2ccccc2oc2cc(OCc3cccc(F)c3)cc(O)c12	32%	56	1%	2%	8%	-3%	-32%
COCCNC(=O)Cn1c(-c2cccs2)cc2cc(Cl)ccc21	nt	-4	2%	nt	nt	0%	nt
O=C(CSC1=NS(=O)(=O)c2cc(F)ccc2N1)NCc1ccccc1Cl	5%	-24	-7%	nt	7%	?	-36%
O=C(N/N=C/c1ccccc1OC(=O)N1CCOCC1)c1cccs1	7%	-27	-15%	-3%	60%[activator]	2%	-24%
NC(=O)C1CCCN(C(=O)c2ccc(NC(=O)c3cccs3)cc2)C1 (stereo not drawn)	14%	-16	-1%	nt	-9%[11.6 µM]	4%	-8%
CC1(C(=O)NS(=O)(=O)c2ccccc2Cl)CCN1C(=O)C1(c2ccc(Cl)cc2)CCC1 (stereo not drawn)	nt	?	0%	nt	-1%	nt	nt
O=[N+]([O-])c1ccc(N2CCCCC2)c(Cl)c1N1CCCCC1	-16%	-28	-1%	0%	-29%	-4%	-26%
Cc1c(OCC(=O)NCCCN2CCOCC2)ccc2c1oc(=O)c1ccccc12	5%	-10	2%	-13%	0%	-7%	-11%
COc1ccc(OC)c(NC(=O)COC(=O)CCCN2C(=O)c3ccccc3C2=O)c1	41%[activator]	48	3%	-1%	-3%	?	-2%
CCOC(=O)/C=C/C(=O)Nc1ccc(Oc2ccccc2)cc1	-25%	-33	5%	6%	-13%	8%	-33%
Cc1cc(C)c(S(=O)(=O)NCC(=O)NCc2ccccn2)c(C)c1	8%	?	-3%	0%	50%[activator]	?	-8%[2.29 µM]

Grouped by structure, the compounds so far containing a cyano group.
SMILES	HCV inhibitor	HCMV inh	TbPYK inhibitor	LmPK inhibitor	AMA1 RON2 block	AmpC inh detg	AmpC inh no detg
CCNC(=O)/C(C#N)=C/c1c(N2CCN(Cc3ccc4c(c3)OCO4)CC2)nc2c(C)cccn2c1=O	11%&-13%	-18	6%	5%	-4%	?	167%[activator]
COc1ccc(CN2Cc3cnnn3-c3ccccc3C2C#N)cc1 (stereo not drawn)	4µM*	-110*	4%	nt	3%	nt	nt
COc1ccc(CC(NC(C)=O)C(=O)NC2CCN(c3nc(C)cc(C)c3C#N)CC2)c(OC)c1 (stereo not drawn)	?	-21	3%	0%	-3%	-14%	57%

Gathered by group: the entries above with a nitro group on carbon
SMILES	HCV inhibitor	HCMV inh	TbPYK inhibitor	LmPK inhibitor	AMA1 RON2 block	AmpC inh detg	AmpC inh no detg
O=C(CSc1ccsc1[N+](=O)[O-])N1CCN(c2ccccc2)CC1	-1%	?	-10%	2%	-23%	-5%	-32%
O=[N+]([O-])c1cccnc1NCCc1c[nH]c2ccccc12	?	-15	-7%	2%	-2%	-11%	-22%
O=[N+]([O-])c1ccc(N2CCCCC2)c(Cl)c1N1CCCCC1	-16%	-28	-1%	0%	-29%	-4%	-26%
